# FBA Mtb inh – Mtb FBA enzyme inhibitors, primary screen, biochemical, fluorescence, strain H37Rv | purified M. tuberculosis FBA, fluorescence read-out | inhibition, % at 1 µM | actives 2.3% (n = 360,000); in the data active = inhibition above about 27%;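 note: 0% = vehicle and 100% = reference inhibitor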
# Target sequence (P9WQA3 whole entry, looked up): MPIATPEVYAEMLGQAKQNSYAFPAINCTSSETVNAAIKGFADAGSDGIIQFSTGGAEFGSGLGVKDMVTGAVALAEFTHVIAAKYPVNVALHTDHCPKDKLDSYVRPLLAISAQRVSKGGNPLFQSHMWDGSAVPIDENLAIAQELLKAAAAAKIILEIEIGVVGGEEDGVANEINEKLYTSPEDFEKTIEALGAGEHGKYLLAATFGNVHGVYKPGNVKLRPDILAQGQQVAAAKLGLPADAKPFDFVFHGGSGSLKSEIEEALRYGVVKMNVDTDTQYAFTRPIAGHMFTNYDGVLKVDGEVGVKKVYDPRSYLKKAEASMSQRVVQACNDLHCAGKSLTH
# UGM FP inh – M. tuberculosis UGM enzyme inhibitors, primary screen, biochemical, fluorescence polarization, single point; UDP-galactopyranose mutase (Mycobacterium tuberculosis (strain ATCC 25618 / H37Rv)), …; purified UGM, fluorescence polarization probe displacement; inhibition, % at 10 µM; actives 0.06% (n = 320,000); AID 504406, 2011; in the data active = inhibition above about 10%, passing the limit was not always enough
# MazF activator – activators of E. coli MazEF toxin-antitoxin RNase, primary screen, biochemical, fluorescence, uHTS | activation, % at 20 µM | Endoribonuclease toxin MazF (Escherichia coli (strain K12)), P0AE70 | FAM/BHQ RNA-DNA oligo cleavage fluorescence, 5 h | actives 0.32% (n = 350,000); in the data active = activation above about 50%
# Target sequence (P0AE70 whole entry, looked up): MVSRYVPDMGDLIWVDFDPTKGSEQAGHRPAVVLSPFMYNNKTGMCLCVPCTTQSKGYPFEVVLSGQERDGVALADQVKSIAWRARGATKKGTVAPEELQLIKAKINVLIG
# SSB-PriA inh – inhibitors of Klebsiella pneumoniae PriA binding to SSB C-terminal tail, primary screen, biochemical, AlphaScreen. PriA–SSB C-terminal tail interaction (Klebsiella pneumoniae). AlphaScreen SSBct-PriA binding, biotinylated peptide. inhibition, % at 33 µM. actives 0.6% (n = 430,000); in the data active = inhibition mostly above about 37%, no sharp cut-off; inactive = mostly below about 20%;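 note: plate controls were negative control peptide for no effect and reference peptide for full effect; strong numbers were not always called active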
# VHR inh abs – VHR1 phosphatase inhibitors, primary screen, biochemical, absorbance, uHTS; recombinant VHR phosphatase, pNPP absorbance; actives 0.52% (n = 290,000); inhibition, % at 13.3 µM; AID 1654, 2009; in the data active = inhibition above about 50%; note: some compounds called inactive have numbers as strong as hits
# Target sequence (P51452 whole entry, looked up): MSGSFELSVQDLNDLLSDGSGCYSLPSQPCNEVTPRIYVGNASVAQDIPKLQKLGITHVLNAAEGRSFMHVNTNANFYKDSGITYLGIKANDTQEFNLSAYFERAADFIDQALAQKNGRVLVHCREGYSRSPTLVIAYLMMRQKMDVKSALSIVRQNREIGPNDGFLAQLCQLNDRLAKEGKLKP
# Rv3671c inh – Rv3671c serine protease inhibitors, primary screen, biochemical, fluorescence polarization, M. tuberculosis H37Rv; P9WHR9; inhibition, % at 5.96 µM; actives 0.048% (n = 320,000); AID 2606, 2010; in the data active = inhibition above about 38%;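 note: extracellular domain of Rv3671c used as enzyme; 0% = enzyme with DMSO and 100% = no enzyme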
# Target sequence (P9WHR9 whole entry, looked up, the tested form may be a part): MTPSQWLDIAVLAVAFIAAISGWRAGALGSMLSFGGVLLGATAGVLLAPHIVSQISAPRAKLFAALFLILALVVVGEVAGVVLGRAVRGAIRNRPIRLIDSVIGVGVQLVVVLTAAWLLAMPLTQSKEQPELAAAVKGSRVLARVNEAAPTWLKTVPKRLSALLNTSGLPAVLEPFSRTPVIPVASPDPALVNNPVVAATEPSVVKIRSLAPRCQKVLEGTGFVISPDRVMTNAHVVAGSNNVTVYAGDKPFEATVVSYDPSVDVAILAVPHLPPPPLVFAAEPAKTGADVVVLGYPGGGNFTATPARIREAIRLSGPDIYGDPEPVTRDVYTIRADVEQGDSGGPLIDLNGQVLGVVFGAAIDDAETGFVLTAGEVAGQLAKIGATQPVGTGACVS
# Mtb BioA inh – M. tuberculosis BioA enzyme inhibitors, primary screen, biochemical, plate reader, single point, HTS. actives 0.096% (n = 360,000). AID 602481, 2012. purified M. tuberculosis BioA enzyme. 7,8-diaminopelargonic acid synthase BioA (Mycobacterium tuberculosis). inhibition, % at 9.99 µM; in the data active = inhibition above about 40%
# BH1578 lux ind – inducers of Vibrio cholerae quorum light production without autoinducers, primary screen, BH1578 luxS cqsA deficient, single point; V. cholerae BH1578 lux reporter, luminescence, 6 h; activation, % at 18.7 µM; actives 0.16% (n = 350,000); AID 588436, 2011; in the data active = activation mostly above about 9.7%, no sharp cut-off; note: not every result past the cut was called active; inactives centre near 0; reference of the scale not given here
# GDH-TPI counter – GDH-TPI coupling enzyme inhibitors, primary screen, artefact control for M. tuberculosis FBA inhibitor project, biochemical, absorbance, full deck | AID 588335, 2011 | inhibition, % at 4.8 µM | GDH-TPI coupled enzyme counterscreen, NADH absorbance | actives 1.2% (n = 360,000); in the data active = inhibition above about 30%;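 note: 0% = DMSO wells and 100% = wells lacking the enzyme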
# 3CLpro inhibitor – SARS-CoV 3CLpro protease inhibitors, primary screen, biochemical, quenched FRET; actives 0.14% (n = 290,000); recombinant SARS-CoV 3CLpro, quenched FRET peptide cleavage; Replicase polyprotein 1ab (Severe acute respiratory syndrome coronavirus), P0C6X7; AID 1706, 2009; inhibition, % at 6 µM; in the data active = inhibition above about 12%
# The depositor's hits bear a star; i = inactive; · = not tested or not shown; + = active, no number; & = joins results of further samples. The list is partial; count on the stated rates, not on these rows.
SMILES,FBA Mtb inh,UGM FP inh,MazF activator,SSB-PriA inh,VHR inh abs,Rv3671c inh,Mtb BioA inh,BH1578 lux ind,GDH-TPI counter,3CLpro inhibitor
CCn1c(SCC(=O)N/N=C/c2ccc(C)s2)nc2ccccc21,0,3.1,-7,·,2,4,·,-2.6,18,0
O=C(Nc1ccc(F)cc1)C(NC1CCCCC1)c1ccccc1 (centres undefined),-5,-1.9,-1,-5,12,-3,-1.7,-0.1,-3,0
OCCN1CCN(c2ncnc3c2ncn3[C@H]2CN(Cc3ccc(Cl)cc3)C[C@@H](CO)O2)CC1,3,·,·,·,·,·,0.6,i,19,·
Cc1ccc(C(=O)N/C(=C/c2ccco2)C(=O)OCN2C(=O)c3ccccc3C2=O)cc1,1,3.8,-2,8,12,-13,·,-0.5,26,0
CNC(=O)c1[nH]cnc1C(=O)Nc1cccc(C)c1,0,2.5,4,-6,·,2,-1.2,i,10,·
CCCCOc1cccc(C(=O)Nc2ccc(NC(=O)c3cccs3)cc2)c1,-2,1.6,9,-7,22,2,-1.9,-0.6,-3,1
CCc1nnc(NC(=O)CSc2nnc(Cc3ccc(OC)cc3)o2)s1,0,-0.7,-9,3,7,2,-1.5,-6.7,-3,3
Cn1c(SCC(=O)N2CCOCC2)nnc1-c1cccc(NC(=O)c2ccccc2)c1,1,2.4,7,0,19,1,6.9,·,2,3
CC1(C)CC(NC(=O)N2c3ccccc3Sc3ccccc32)CC(C)(C)N1,3,-0.7,11,14,-19,11,·,-0.4,0,3
O=C(Nc1nccs1)c1ccc2c(=O)n3c(nc2c1)CCCCC3,3,0.2,-1,-6,32,-3,1.4,-0.2,14,-1
CCNC(=S)N(Cc1ccco1)Cc1cc2cc3c(cc2[nH]c1=O)OCCO3,20,0.5,7,-1,-2,4,·,-0.3,18,2
C[C@]12CC[C@@H]3c4ccc(O)cc4C(=O)C[C@H]3[C@@H]1CC[C@@H]2O,3,-0.2,12,8,12,-8,-1.0&-0.5,6.2,0,1
Cc1cc(C)cc(NC(=O)COC(=O)CN=C2NS(=O)(=O)c3ccccc32)c1,-4,5.1,-7,-8,21,6,·,-0.3,3,-4
CCOc1ccc(-n2c(-c3ccccc3)c[n+]3c2CCC3)cc1,3,2.3,16,4&9,18,3,·,0.5,-2,1
Cc1ccc(-c2nc3ccccc3s2)cc1NC(=S)NC(=O)c1ccccc1,2,1.4,-12,-19,17,3,-1.0,i,-8,-8
CC12CCC3C(CCC4(O)CC(O)CCC34C=O)C1(O)CCC2C1=CC(=O)OC1 (centres undefined),-1,·,3,-7,·,·,·,·,0,·
CCN(CC)S(=O)(=O)c1ccc(C(=O)NC(=S)N2CCCCC2C)cc1 (centres undefined),-1,·,7,·,·,·,-0.8,2.6,10,·
CCCNNC(=O)C(O)(c1ccccc1)c1ccccc1,-1,-2.0,0,-5,-9,-12,-2.9,i,7,-2
Clc1cc(Br)ccc1OCCCn1ccnc1,-2,0.0,0,7,-3,6,·,-0.1,1,-1
NNc1nc(NCc2ccccc2)nc(N2CCOCC2)n1,2,0.4,8,5,13,0,2.1,-8.0,-1,-2
NCCCC[C@H]1CN=C(N)N1CCCCC1CCCCC1,2,-1.7,13,-11,·,-10,-1.3,-2.8,8,·
CN1CCN(C(=O)/C(=C\c2ccccc2)c2ccccc2)CC1,2,0.7,5,-16,23,-2,0.2,-1.4,7,0
COc1cccc(N2CCN(c3ccc4nnc(CCC(=O)Nc5ncccc5C)n4n3)CC2)c1,4,0.4,5,3,8,5,4.2,1.1,0,-10
Cc1ccc(S(=O)(=O)Nc2ccc3c(c2)CC(=O)N([C@H](C)CO)C[C@@H](C)[C@H](CN(C)S(=O)(=O)c2ccccc2)O3)cc1,-2,0.7,2,18,·,4,-0.6,-0.6,-1,·
NC(=O)CCN1CCN(Cc2nc(C(c3ccccc3)c3ccccc3)no2)CC1,-1,-1.7,14,-5,-1,-1,·,i,6,-4

# The listing continues.
SMILES,FBA Mtb inh,UGM FP inh,MazF activator,SSB-PriA inh,VHR inh abs,Rv3671c inh,Mtb BioA inh,BH1578 lux ind,GDH-TPI counter,3CLpro inhibitor
CCc1nnc(NS(=O)(=O)c2ccc(N=Cc3c(O)n(-c4ccccc4)c(=O)[nH]c3=O)cc2)s1,-1,2.4,-8,1,15,2,·,-0.7,13,0
CCn1c(CC(=O)Nc2ccccc2F)nnc1SCC(=O)NC1CCCCC1,3,-0.9,-27,-5,12,0,0.8,-1.2,7,-3
Cc1ccc(Cn2cc(S(=O)(=O)c3ccc(C(C)C)cc3)c(=O)c3cc4c(cc32)OCO4)cc1,0,-0.9,-7,-5,5,-27,·,-0.5,12,-2
Cc1ccccc1OCCOc1cccc(/C=N/NC(=O)Cc2nnc(N)s2)c1,-4,0.5,3,·,17,-16,0.5,i,1,-2
C=CCOc1ccc(-c2n[nH]c(=S)o2)cc1,35*,3.7,-1,8,12,3,0.3,-0.1,4,-2
CC(C)COC(=O)Cc1c(O)c2ccccc2[nH]c1=O,14,-2.0,20,-3,7,-3,-0.9,i,-5,-1
O=C1OCc2ccc([N+](=O)[O-])cc21,0,·,0,-9,·,·,-0.4,i,9,·
CCOP(=O)(OCC)c1nc(-c2ccccc2)oc1N1CCCCC1,+,1.2,-8,-11,16,-12,-3.1,i,1,-3
CCc1c(C)sc(NC(=O)c2cc(C)on2)c1C#N,-2,0.8,-9,-11,45,-2,-1.1,i,10,0
O=C(Nc1ccc([N+](=O)[O-])cc1)C(Cc1ccccc1)N1C(=O)c2cccc3cccc(c23)C1=O (centres undefined),1,3.6,-54,-4,5,-5,·,-0.8,18,0
CCOc1ccc(S(=O)(=O)Nc2cc(C)ccn2)c2ccccc12,0,4.0,-8,2,30,-5,1.1,-0.3,-2,6
O=C(/C=C/N1CCOCC1)c1coc2ccccc12,1,-2.1,9,-9,5,-6,-1.9,-6.2,26,8
O=C(Nc1cccc(C(=O)O)c1)Nc1ccccc1Cl,1,0.4,12,-12,7,0,·,0.5,-1,1
COc1cccc(CNS(=O)(=O)c2ccc3c(c2)C(C)(C)C(=O)N3C)c1,3,0.2,1,-2,-9,10,-0.7,i,6,-1
O=C(COC(=O)c1cccc(Cl)c1)NCc1ccccc1,-2,1.5,1,-3,·,-4,-1.5,i,2,·
O=C(CN(Cc1ccccc1)S(=O)(=O)c1ccc(Br)cc1)NCC1CCCO1 (centres undefined),-1,3.3,4,-1,8,10,-0.3,i,6,-2
CC(=O)Nc1ccc(S(=O)(=O)N(C)CC(=O)OCC(=O)c2ccc3c(c2)NC(=O)CO3)cc1,3,4.9,2,-3,·,-7,-5.0,7.1,6,·
c1ccc(-c2cc3c(-n4cccc4)ncnc3o2)cc1,9,-3.2,2,-2,27,-18,0.5,i,19,-5
Cc1ccc(CNS(=O)(=O)c2ccc3c(c2)OCCO3)cc1,-8,0.1,2,-19,-2,-2,-0.8,-0.2,-1,1
Cc1ccc(NC(=O)c2ccco2)cc1NC(=O)CSc1nnc(-c2cccs2)n1C,0,0.1,12,0,5,2,-0.2,i,10,-12
CCn1c(=O)c([N+](=O)[O-])c(NCCCn2ccnc2)c2ccccc21,-4,1.9,4,0,-8,3,·,i,10,1
O=C(COC(=O)c1c[nH]c2ccccc12)NC1CCCCC1,-1,-2.8,6,-17,·,9,-2.1,-1.4,-5,·
O=C(COc1ccccc1)Nn1c(-c2ccccc2)nc2ccccc2c1=O,2,0.6,4,0,-4,0,-2.1,-0.2,-1,4
COc1ccc(C2CC(c3ccccc3)=NN2C(=O)COC(=O)c2cc(S(=O)(=O)N3CCOCC3)ccc2F)cc1 (centres undefined),0,-0.1,-14,0,-13,-7,-1.1,1.3,13,-1
CC(C)(C)c1ccc(OCC(O)CN(CCO)CC(O)Cn2ccc3ccccc32)cc1 (centres undefined),-3,1.7,-3,4,12,1,·,-0.3,-5,6

# Nothing new here: five of the compounds above.
SMILES,FBA Mtb inh,UGM FP inh,MazF activator,SSB-PriA inh,VHR inh abs,Rv3671c inh,Mtb BioA inh,BH1578 lux ind,GDH-TPI counter,3CLpro inhibitor
Cc1ccc(CNS(=O)(=O)c2ccc3c(c2)OCCO3)cc1,-8,0.1,2,-19,-2,-2,-0.8,-0.2,-1,1
Cc1ccc(NC(=O)c2ccco2)cc1NC(=O)CSc1nnc(-c2cccs2)n1C,0,0.1,12,0,5,2,-0.2,i,10,-12
CCn1c(=O)c([N+](=O)[O-])c(NCCCn2ccnc2)c2ccccc21,-4,1.9,4,0,-8,3,·,i,10,1
O=C(COC(=O)c1c[nH]c2ccccc12)NC1CCCCC1,-1,-2.8,6,-17,·,9,-2.1,-1.4,-5,·
O=C(COc1ccccc1)Nn1c(-c2ccccc2)nc2ccccc2c1=O,2,0.6,4,0,-4,0,-2.1,-0.2,-1,4

# New compounds follow
SMILES,FBA Mtb inh,UGM FP inh,MazF activator,SSB-PriA inh,VHR inh abs,Rv3671c inh,Mtb BioA inh,BH1578 lux ind,GDH-TPI counter,3CLpro inhibitor
CC1CC(C)CN(S(=O)(=O)N2CCCC(C(=O)NCCc3ccc(Cl)cc3)C2)C1 (centres undefined),-1,1.1,-1,4,-4,-11,0.7,i,0,1
O=C(NN1C(=O)/C(=C/C=C/c2ccccc2)SC1=S)c1ccncc1,-13,-5.5,-14,-21,11,-4,·,-0.7,6,1
COc1ccc(C(=O)NCc2cn3cccc(C)c3n2)cc1OC,0,0.6,0,-5,29,0,-0.2,-0.6,5,-2
Cn1cc(CN2CCN(CCO)CC2)c(-c2ccc(Oc3ccccc3)cc2)n1,2,0.8,5,3,31,8,-0.6,i,-4,3
O=C(N/N=C/c1ccccn1)c1ccc(Cl)c(Cl)c1,-1,3.1,·,·,28,4,-1.0,-0.4,4,4
Cc1cccc(C(C(=O)NC2CCCC2)N(C(=O)c2csnn2)C2CCCC2)c1 (centres undefined),-1,0.7,10,-25,20,5,-1.7,-0.1,0,3
CCC(C)NS(=O)(=O)c1ccc(OCC(=O)NCc2ccc3c(c2)OCO3)cc1 (centres undefined),-1,-2.4,9,-23,6,0,0.9,-9.1,10,-1
O=C(c1ccc2nc(N3CCCCC3)sc2c1)N1CCN(Cc2ccc3c(c2)OCO3)CC1,2,0.9,14,9,24,0,0.9,·,-8,3
C=CCNc1ncnc2c1ncn2[C@H]1CN(CCOC)C[C@@H](CO)O1,-4,·,·,·,·,·,-0.1,i,-4,·
Cc1oc(-c2cc(F)ccc2F)nc1CN1CCN(c2cnccn2)CC1,1,0.1,-2,-4,18,0,0.9,4.5,3,-5
CCCC(=O)Nc1c(-c2cccs2)c(=O)c2ccccc2n1CC,·,0.2,·,·,13,6,·,·,·,-4
O=C(COC(=O)CC1CCCC1)Nc1ccc(Cl)cc1,2,·,1,-17,·,·,·,-17,-1,·
COC(=O)c1sc2nc(N3CCCCC3)c3c(c2c1N)CCCC3,2,1.0,-16,-23,-4,7,0.2,i,-5,3
O=C(NC(c1ccccc1)c1ccc2ccccc2n1)C1CCN(Cc2ccc(Cl)c(Cl)c2)CC1 (centres undefined),1,·,·,·,·,·,-2.5,i,5,·
Cc1ccc(-n2c(SCC(=O)NC3CCCCC3)nc3c(c2=O)SCC3)cc1,-1,0.7,-3,-20,11,-2,14,-0.3,3,0
CC(=O)c1nn(-c2ccccc2)cc1C(=O)c1ccc(C)cc1,0,2.2,-14,-4,·,2,-1.1,i,4,·

# Screens (PubChem)
